Lipid storage S3: qHTS Assay for Lipid Storage Modulators in Drosophila S3 Cells | Drosophila S3 cells, BODIPY lipid droplet fluorescence, 18-24 h; cells fed with added oleic acid | Potency in µM for hits, for the others lipid storage change, negative = inhibition, % at the top dose, mostly 46.1 µM | AID 2685 | 320,000 tested, 0.64% active; active = well fitted inhibition curve with a large enough effect in the signal ratio, with a control signal flat, not every such curve was filed as active; inconclusive = small, poorly fitted or top-dose-only effect, or effect the other way, or a change in a side signal; the % refers to the signal ratio
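Drosophila S3 cells loaded with oleic acid (400 uM, as added) and compounds at several concentrations; lipid droplets imaged by 488-nm laser-scanning cytometry, 500–530 nm intensity and object ratio to cell channel. Percent activity normalized to 20 uM Triacsin C.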
Lipid storage S3 cell count max: also measured in Lipid storage S3; calls as there; cell number change, %; measured here: cell count max response;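 cells counted by Cell Tracker Red CMTPX staining in the red channel; peak over a dose series mostly up to 46.1 µM; percent activity relative to internal control wells on each plate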
An asterisk follows results filed as active; i = inactive; ? = inconclusive; . = no result given. % is set by controls: 0 for no effect and ±100 for the full control effect; potency is the fitted concentration of half-maximal effect. The list is partial, so the mix of outcomes need not match the whole.

SMILES | Lipid storage S3 | Lipid storage S3 cell count max
CCN(C(=O)CN1C(=O)NC2(CCc3ccccc32)C1=O)C1CCCCC1 (stereo not given) | ? | .
CNC(=O)c1ccccc1S(=O)c1ccccc1C#N (stereo not given) | -4% | -8
COc1ccc(C(=O)NCc2ccc(-c3nc4ccccc4s3)cc2)cc1 | -1% | 5
Nc1nc(CSc2ccc(Cl)cc2)nc(N2CCCCC2)n1 | -14% | -7
CC(=O)c1ccc(NC(=O)CCn2c(=S)oc3ccccc32)cc1 | -23% | -26
Cc1ccc(NC(=O)c2ccccc2OCC(=O)c2ccc(F)cc2)cc1 | i | -8
CCOC(=O)N1CCC(=NNC(=O)c2ccccc2F)CC1 | i | -6
CCOCCSc1nc2c(c(=O)[nH]c(=O)n2C)n1CCCc1ccccc1 | ? | .
CCC(C)c1ccc(NC(=O)C2CCN(c3ncccn3)CC2)cc1 (stereo not given) | -1% | -7
CCOC(=O)c1sc(=NC(=O)c2ccc(C)c(C)c2)n(C)c1C | 0% | 6
Cc1ccc(N/C=C/C(=O)c2cccs2)cc1C | ? | .
CCOC(=O)CN1C(=O)S/C(=C/c2cccc([N+](=O)[O-])c2O)C1=O | -8% | 2
O=C1CN(C(=O)c2ccc(Cl)c(S(=O)(=O)N3CCc4ccccc43)c2)c2ccccc2N1 | 0% | -2
C/C(=N\NC(=O)c1cc2ccccc2cc1O)c1ccc(C)o1 | ? | .
CCCN(CCC)CCNC(=O)CN1C(=O)COc2ccc(S(=O)(=O)N3CCOCC3)cc21 | 8% | 2
Cc1ccc(-c2nc(C3CCCN(S(=O)(=O)c4ccc(C(F)(F)F)cc4)C3)no2)cc1 (stereo not given) | i | -13
CC(=O)Nc1ccc(NC(=O)CSc2nccn2Cc2ccc(Cl)cc2)cc1 | -7% | 10
Cc1cc(C)cc(-n2nnnc2-c2cn(C)nc2C(F)(F)F)c1 | -9% | -1
C=CCN1C(=O)C2C(C(=O)NCc3ccccc3)C3(C)C=CC2(O3)C1C(=O)NC(C)(C)C (stereo not given) | ? | .
Cc1noc(C)c1CSCC(=O)N(C)CC(=O)Nc1ccccc1Br | ? | .
COc1ccc(C(=O)Nn2cnnc2)cc1 | 6% | -1
COc1ccc(CC(=O)NC(C)c2ccc3ccccc3c2)cc1 (stereo not given) | -17% | -6
CCn1c(SCCC(C)C)nnc1-c1c[nH]c2ccccc12 | -18% | -14
COc1ccc(OCCCC(=O)ON=C(N)c2ccccc2Cl)cc1 | 3% | -1
Cc1ccc(Sc2ccc(C(=O)NC(C)C)cc2[N+](=O)[O-])cc1 | ? | .
O=C1COc2ccc(C(=O)COC(=O)c3ccco3)cc2N1 | ? | .
O=C(c1nc2ccccn2c1CN1CCCC(OCc2ccccc2)C1)N1CCCC1 (stereo not given) | -12% | 10
COc1cc(NC(=O)Cn2ccsc2=N)cc(OC)c1 | -1% | -10
COc1ccc(CNC(=O)CN(Cc2ccccc2)C(=O)CCC(=O)Nc2ccccn2)cc1 | ? | .
NCc1cccc(CNc2ccc([N+](=O)[O-])cc2C(N)=O)c1 | ? | .

An excerpt from above in order of heavy-atom count, lowest first:
SMILES | Lipid storage S3 | Lipid storage S3 cell count max
O=C1COc2ccc(C(=O)COC(=O)c3ccco3)cc2N1 | ? | .
Cc1cc(C)cc(-n2nnnc2-c2cn(C)nc2C(F)(F)F)c1 | -9% | -1
COc1ccc(CC(=O)NC(C)c2ccc3ccccc3c2)cc1 (stereo not given) | -17% | -6
CC(=O)Nc1ccc(NC(=O)CSc2nccn2Cc2ccc(Cl)cc2)cc1 | -7% | 10
O=C(c1nc2ccccn2c1CN1CCCC(OCc2ccccc2)C1)N1CCCC1 (stereo not given) | -12% | 10
C=CCN1C(=O)C2C(C(=O)NCc3ccccc3)C3(C)C=CC2(O3)C1C(=O)NC(C)(C)C (stereo not given) | ? | .
COc1ccc(CNC(=O)CN(Cc2ccccc2)C(=O)CCC(=O)Nc2ccccn2)cc1 | ? | .

Following part:
SMILES | Lipid storage S3 | Lipid storage S3 cell count max
C/C(=C\c1ccccc1)C(=O)Nc1nc2ccc([N+](=O)[O-])cc2s1 | ? | .
O=C(Nc1nc(-c2ccc(F)c(F)c2)cs1)c1cc([N+](=O)[O-])ccc1N1CCOCC1 | ? | .
COC(=O)c1c(N)nc(C)n1-c1ccc(OC)cc1 | i | .
O=S(=O)(Nc1ccc(Br)cc1)N1CCOCC1 | ? | .
O=C(CN(Cc1ccco1)C(=O)CNS(=O)(=O)c1ccc(F)cc1)NCc1ccccc1 | i | 22
CCN(CC)c1ccc(NC(=O)CN2CCN(c3nc(C)cc(C)n3)CC2)cc1 | ? | .
Fc1ccc(/C=N/Nc2nnnn2-c2ccccc2)cc1 | ? | .
O=C1CS/C(=N\c2ccccn2)N1C1CCCCC1 | ? | .
O=C(c1ccc2c(=O)n(Cc3ccc(Cl)cc3)c(=S)[nH]c2c1)N1CCCC1 | ? | .
CC(=O)Nc1ccc(S(=O)(=O)Nc2cccc(C(=O)Nc3ccccc3C(=O)O)c2)cc1 | 9% | -17
O=C(c1nsnc1-c1ccccc1O)N1CCCCC1 | ? | .
COCCCNC(=S)NCCNc1nc2cc(C)c(C)cc2cc1C#N | -3% | 1
COc1ccc(NC(=O)C2CCCN(S(=O)(=O)c3cccc4nonc34)C2)c(OC)c1 (stereo not given) | ? | .
CCOc1ccc(OCC)c(S(=O)(=O)NCc2cccnc2)c1 | 0% | -2
COc1ccc(OCc2nc(C#N)c(N3CCN(c4ccc(OC)cc4)CC3)o2)cc1 | 10% | 2
CCN(CC)C(=O)c1ccccc1NC(=O)c1ccccc1C | 2% | 15
Cc1ccc(/C=N/n2c(COc3ccccc3)n[nH]c2=S)s1 | ? | .
Cc1cccc(NC(=O)c2cc3c(=O)n4ccccc4nc3s2)c1 | ? | .
COc1ccc2nc(COC(=O)c3cccs3)c(C(C)=O)[n+]([O-])c2c1 | 6% | -2
COc1ccc2[nH]c3c(c2c1)[C@@H]1CCN2C(=O)CCC[C@H](C3)[C@H]12 | -5% | -1
COc1ccc(NC(=O)C2CCN(S(=O)(=O)c3ccc(C)cc3)CC2)cc1OC | ? | .
O=C1CC(NCCN2CCOCC2)C(=O)N1Cc1ccc(N2CCCC2=O)cc1 (stereo not given) | 5% | -12
COc1ccc(CC(=O)NCC2CCCN(Cc3ccc(OC)cc3F)C2)cc1 (stereo not given) | i | 10
CC(=O)Nc1ccc(Nc2c3c4c(cccc4n(C)c2=O)C(=O)c2ccccc2-3)cc1 | ? | .
O=C(c1ccccc1)c1ncc(C(F)(F)F)cc1Cl | ? | .
CCOC(=O)C=C(C(=O)OCC)C(=O)OCC | -9% | 2
CCOC(=O)c1sc(NC(=O)CSc2nc3c(c(=O)n2-c2ccccc2)SCC3)c(C(=O)OCC)c1C | 21% | 18
Cc1noc(C)c1CSc1nnc2ccc3ccccc3n12 | ? | .
CCSc1nc2c(c(=O)n1Cc1ccccc1)SC(C)C2 (stereo not given) | ? | .
CCn1cc([N+](=O)[O-])c(C(=O)Nc2ccn(C34CC5CC(CC(C5)C3)C4)n2)n1 | -2% | -12
Cc1cc2nc(N=C(N)N)nc(C)c2cc1C | ? | .
CCN(CC)C(=O)Cn1cc(C(=O)C(=O)NCCCN2CCOCC2)c2ccccc21 | 0% | 3
S=C(NCc1cccs1)Nc1ccc(Br)cc1Cl | ? | .
O=C(OCc1ccc([N+](=O)[O-])cc1)c1cc(S(=O)(=O)N2CCCCC2)ccc1N1CCOCC1 | i | .
CCCC(=O)N1c2ccccc2NC2=C(C(=O)CCC2)C1c1ccc(F)cc1 (stereo not given) | -17% | .
Cc1cc(C)nc(N/N=C/C2=C(O)CC(c3ccccc3)CC2=O)n1 (stereo not given) | -4% | 11
COc1ccc(-n2c(-c3ccc(C)cc3)n[nH]c2=S)cc1 | ? | .
Cc1cccc(Oc2cc(NC(=O)c3ccccc3)cc([N+](=O)[O-])c2)c1 | ? | .
O=C1CCN(CCc2ccccc2)CCN1[C@H](CSc1ccc(Br)cc1)c1ccccc1 | 10% | 16
Fc1ccccc1NC(=S)NCc1ccccc1 | ? | .
O=C(c1ccc([N+](=O)[O-])cc1)N1CCN=C1SCc1ccccc1 | 0% | 2
O=S(=O)(NCc1ccco1)c1cccc(S(=O)(=O)N2CCCCC2)c1 | 14% | -1
COc1ccc(NC(=O)c2c(NC(=O)CCC(=O)O)sc(-c3ccccc3)c2C)cc1 | i | .
Cc1nnc(SCC(=O)NC(=O)Nc2ccc3c(c2)OCCO3)s1 | 2% | 7
CCN1CCN(CC(=O)Nc2ccc3c(c2)OCCO3)C(=O)C1=O | ? | .
CC(C)[C@H](NS(=O)(=O)c1ccccc1)C(=O)OCC(=O)N1N=C(c2ccc(Cl)cc2)CC1c1ccco1 (stereo not given in full) | ? | .
Cn1ncc2c(Nc3ccccc3Cl)nc(Nc3ccccc3Cl)nc21 | ? | .
Cc1cccc(CNCc2ccccc2)c1 | ? | .
CCOC(=O)c1c(NS(=O)(=O)Cc2ccccc2)sc2c1CCCC2 | ? | .
Nc1ncc(Br)cc1S(=O)(=O)NCCC(=O)N1CCN(c2ncccn2)CC1 | -9% | -4
CCN(CC)c1ccc(/C=N/NC(=O)c2cccc(S(=O)(=O)Nc3ccccc3OC)c2)cc1 | ? | .
Cc1ccc(NC(=O)CN(C)C(=O)COc2c(Cl)cc(Cl)c3ccc(C)nc23)cc1 | 3% | -11
O=C(COC(=O)c1cc(=O)c2ccccc2o1)NC1CCCC1 | ? | .
COc1cccc(C2NC(C)(C(=O)O)C3C(=O)N(C(C)C)C(=O)C23)c1O (stereo not given) | ? | .
COC(=O)C(Cc1ccc(O)cc1)NC(=O)CCc1nc2ccccc2s1 (stereo not given) | ? | .
COc1ccc(CCNc2nc3c(c(=O)n(C)c(=O)n3C)n2C)cc1OC | i | .
Cc1ccc(C(C)NC(=O)c2cc3cc(Br)ccc3oc2=N)cc1 (stereo not given) | ? | .
O=C(CSc1ccc(Cl)cc1)Nc1ccc(N2CCN(c3ccccc3)CC2)c(F)c1 | 10% | -4
COc1ccc(OC)c(NC(=O)CC2C(=O)NCCN2C(=O)Nc2cccc(Cl)c2)c1 (stereo not given) | ? | .
COc1ccc(S(=O)(=O)N2CCOC2CNC(=O)C(=O)NCCc2ccccc2)cc1OC (stereo not given) | ? | .

(cont.)
SMILES | Lipid storage S3 | Lipid storage S3 cell count max
O=C(NC(=S)NC1CCSC1=O)c1ccccc1F (stereo not given) | ? | .
Cn1ncc2c(NNC(=O)c3ccc(Cl)c(Cl)c3)ncnc21 | 21% | -1
Cc1ccc(N(Cc2ccccc2)C(=O)c2cccc(S(=O)(=O)N3CCN(C)CC3)c2)cc1 | i | -2
CN(C)CCn1c(NCc2ccc3c(c2)OCO3)nc2ccccc21 | ? | .
COc1ccc(CC(=O)Nc2cccc(-c3cn4ccccc4n3)c2)cc1 | ? | .
COc1cc(S(=O)(=O)NCc2ccccc2)ccc1-n1cnnn1 | i | -21
CCN1N=C(C)C=C(c2ccccc2)n2c1nc1ccccc12 | 0% | 12
CCNCCNC(=O)c1c(O)c2c([nH]c1=O)CCCC2 | 2% | 2
O=C(NCCN1C(=O)S/C(=C\c2ccc(Cl)c(Cl)c2)C1=O)C1COc2ccccc2O1 (stereo not given) | i | .
Cc1ccc2nc(SCc3ccccc3)c(C=O)c(=O)n2c1 | 5% | -17
Cc1ccc(OCC(O)CN2C(=O)NC(C)(C)C2=O)cc1C (stereo not given) | ? | .
COc1ccc(CNC(=O)CN(C(=O)Cn2nnc(-c3ccccc3F)n2)c2ccc(C)cc2)cc1 | 24% | -1
Cc1cc(C(=O)N2CCN(Cc3ccc4c(c3)OCO4)CC2)on1 | 5% | -2
O=C(COC(=O)c1ccco1)NC(c1ccccc1)c1ccccc1 | 1% | -2
Cc1ccc(-n2[nH]c(C)c(C=Nc3ccc(S(=O)(=O)Nc4nccs4)cc3)c2=O)cc1 | 1% | -18

The final 2 entries of the part before lead into the next:
SMILES | Lipid storage S3 | Lipid storage S3 cell count max
O=C(COC(=O)c1ccco1)NC(c1ccccc1)c1ccccc1 | 1% | -2
Cc1ccc(-n2[nH]c(C)c(C=Nc3ccc(S(=O)(=O)Nc4nccs4)cc3)c2=O)cc1 | 1% | -18
O=C(COC(=O)CNC(=O)c1ccccc1)Nc1ccc(Cl)cc1C(F)(F)F | -6% | 2
CCNC(=O)COc1cc(C)c(Cl)c(C)c1 | ? | .
CCOC(=O)C1CCCN(S(=O)(=O)Cc2ccccc2)C1 (stereo not given) | ? | .
CCOc1ccc(-n2c(N)c(C(=O)NCc3ccco3)sc2=S)cc1 | -3% | 2
Cc1ccc2[nH]c3c(=S)nc[nH]c3c2c1 | 0% | 10
CCOc1ccc(-c2[nH]ncc2-c2ccccc2)c(O)c1 | ? | .
COC(=O)c1sc(N2C(=O)C(O)=C(C(=O)c3ccc(C)o3)C2c2ccc(OC)c(OC)c2)nc1C (stereo not given) | ? | .
COc1cc(NC(=O)CCc2ccccc2)nc(OC)n1 | ? | .
Cc1cc(C)c(OCCOCCN(C)C)c(Br)c1 | ? | .
O=C(c1ccccc1O)N1N=C(C(F)(F)F)CC1(O)c1ccc([N+](=O)[O-])cc1 (stereo not given) | ? | .
O=C(CCn1c(=S)[nH]c2ccccc2c1=O)NCCCN1CCCC1=O | i | -27

Screening data as filed in PubChem BioAssay.
